E-sel TNF inh = E-selectin induction blockers in HUVEC – imaging, immunofluorescence, high content, primary screen. AID 1246, 2008. 0.71% of 120,000 active. inhibition, % at 2 µM. HUVEC TNFa-induced E-selectin immunofluorescence;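 active means inhibition above the batch mean plus 3 SD, and confirmed as a hit on visual image review, cut at about 43% in these data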;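 further: 0% = TNF-stimulated DMSO wells and 100% = unstimulated control wells; not every result past the cut was called active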
Yeast growth inh = growth inhibitors of yeast BB579 in restrictive medium, primary screen, yeast lifespan-shortening project, S. cerevisiae. OD615, 48 h. inhibition, % at 10 µM. 0.51% of 140,000 active. AID 804, 2007;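 active means inhibition above a set limit, 3 SD over the mean compound inhibition, cut at about 44% in these data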; further: inactives centre near -24
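System: Saccharomyces cerevisiae DeaD strain BB579, replicative lifespan model yeast | Buffer or medium: Restrictive glucose-based CSMM-D medium | Times: 4 h preincubation and 48 h exposure at 30 °C | Detection: OD615 turbidity measurement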
HCT116 bCat-KO = primary screen for growth suppressors in beta-catenin knockout HCT116 cells (colon tumor, human); HCT116 beta-catenin knockout viability, CellTiter-Glo, 60 h; stronger effect = lower value; viability, % at 10 µM; 1.5% of 140,000 active;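 active means viability at or under a set limit, the compound median less 4 SD, cut at about 6% in these data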;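 further: 0% = Hyamine 1622 control at 20 µM and 100% = untreated cell control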
Measles CPE = compounds protecting cells from measles virus cytopathic effect, primary screen, measles RdRp inhibitor project, single point, MLSMR library, absorbance. Measles virus-infected cells, CPE protection. protection (pct of control), % at 4 µM. 1.5% of 140,000 active; in the data active means protection mostly above about 24%, no sharp cut-off; inactive means mostly below about 26%; further: some compounds called inactive have numbers as strong as hits
Phagocyt inh = inhibitors of macrophage phagocytosis, primary screen, imaging, J774A.1 cells, IgG beads | J774A.1 macrophage IgG-bead phagocytosis | inhibition, % at 5 µM | 0.07% of 110,000 active;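 active means inhibition above the mean of the plate negative controls plus 5 SD, cut at about 13% in these data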;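 further: phagocytic index as fraction of beads internalized from green versus red external bead signal; plate controls were DMSO negative control for no effect and cytochalasin-D positive control for full effect; some results beyond the cut were filed as inactive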
MRP-1 activ = H69AR viability gain despite doxorubicin, primary screen, MRP-1 activator project, H69AR cells, CellTiter-Glo | viability rescue | AID 799, 2007 | 0.61% of 140,000 active | viability increase, % at 10 µM;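 active means viability gain under doxorubicin at or above a set limit, the compound median plus 3 SD, cut at about 4.7% in these data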;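 further: MRP-1 overexpressing cells given doxorubicin 25 µM after compound pretreatment; 18-22 h compound pretreatment then 72 h with doxorubicin before readout; 0% = doxorubicin-only wells and 100% = vehicle-treated cells without doxorubicin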
Yeast lifespan up = compounds extending yeast replicative lifespan, primary screen, S. cerevisiae, OD615 | S. cerevisiae growth with nicotinamide; deaD strain in restrictive glucose medium | 0.68% of 130,000 active | inhibition of the nicotinamide effect, % at 10 µM;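 active means inhibition above a set limit, placed 3 SD over the median of all compounds, cut at about 26% in these data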;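 further: 0% = nicotinamide-treated wells and 100% = cells grown without nicotinamide; some compounds called inactive have numbers as strong as hits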
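Assay system: DeaD-strain S. cerevisiae. Medium: CSMM-D glucose medium, restrictive. Reagent: nicotinamide, 1.5 mM, co-present with compound. Compound: 10 µM single point, 0.25% DMSO. Schedule: culture preincubation 4 h, compound exposure 48 h, both 30 °C. Detection: absorbance at 615 nm.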
PTEN del growth = growth suppression of PTEN-null HCT116, primary screen, cell-based, CellTiter-Glo; viability, % at 10 µM; AID 827, 2007; 1.2% of 140,000 active; HCT116 PTEN-null viability, 60 h; stronger effect = lower value;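 active means viability at or below a set limit, 4 SD under the median of all tested compounds, cut at about 3.7% in these data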;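 further: PTEN knockout HCT116 line with beta catenin targeted HCT116 as companion control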
NPY-Y2 antag = NPY-Y2 receptor antagonists, primary screen, cell-based; NPY-Y2 expressing cells, antagonist mode; inhibition, % at 2.7 µM; 0.99% of 140,000 active; AID 793, 2007; in the data active means inhibition above about 17%;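 further: 0% = vehicle with agonist challenge and 100% = reference antagonist with challenge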
Target sequence (P49146 whole entry, looked up): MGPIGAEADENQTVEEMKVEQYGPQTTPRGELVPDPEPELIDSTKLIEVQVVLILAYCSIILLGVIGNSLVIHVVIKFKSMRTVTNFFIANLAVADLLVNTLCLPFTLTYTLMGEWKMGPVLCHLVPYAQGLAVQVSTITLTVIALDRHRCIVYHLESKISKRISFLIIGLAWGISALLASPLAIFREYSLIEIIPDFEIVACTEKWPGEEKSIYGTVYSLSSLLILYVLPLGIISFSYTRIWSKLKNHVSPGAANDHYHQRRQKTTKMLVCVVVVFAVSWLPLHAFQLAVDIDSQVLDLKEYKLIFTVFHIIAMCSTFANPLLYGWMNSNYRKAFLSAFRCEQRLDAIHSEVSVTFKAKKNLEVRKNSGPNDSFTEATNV
GALR2 blocker = GALR2 antagonists in receptor-expressing cells, primary screen | AID 828, 2007 | 0.39% of 140,000 active | antagonist mode | inhibition, % at 4 µM; in the data active means inhibition above about 27%;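 further: cells stimulated with galanin 1-16 at roughly its EC80; 0% = agonist challenge control and 100% = basal control without agonist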
Target sequence (O43603 whole entry, looked up): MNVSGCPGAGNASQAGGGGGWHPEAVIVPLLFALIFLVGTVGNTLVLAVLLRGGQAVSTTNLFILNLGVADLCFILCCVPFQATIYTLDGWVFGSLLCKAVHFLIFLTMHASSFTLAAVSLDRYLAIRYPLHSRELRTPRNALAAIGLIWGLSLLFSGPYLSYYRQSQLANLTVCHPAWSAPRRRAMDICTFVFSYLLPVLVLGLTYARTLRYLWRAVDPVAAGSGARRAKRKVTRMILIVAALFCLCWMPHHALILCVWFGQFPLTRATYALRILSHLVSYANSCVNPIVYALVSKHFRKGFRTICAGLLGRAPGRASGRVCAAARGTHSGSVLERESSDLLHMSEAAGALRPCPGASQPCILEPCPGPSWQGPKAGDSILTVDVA
* = called active by the depositor; x = no result given.

SMILES	E-sel TNF inh	Yeast growth inh	HCT116 bCat-KO	Measles CPE	Phagocyt inh	MRP-1 activ	Yeast lifespan up	PTEN del growth	NPY-Y2 antag	GALR2 blocker
Cc1cc(C(=O)c2ccccc2)nc2ccccc12	2	-9	87	20	-1	-0.1	-10	91	-2	18
CCOC(=O)c1c(C)[nH]c(O)c1C=Nc1ccccc1	24	-9	105	8	x	0.0	-13	95	1	7
COc1ccc(Cc2nc3ccccc3n2CC(=O)N/N=C/c2ccc(O)cc2)cc1OC	-31	-9	95	6	-1	-1.4	9	94	1	-4
Cc1ccnc(N2C(=O)c3ccccc3C2Nc2ccc3c(c2)OCCO3)c1 (configuration not stated)	x	-26	91	18	0	-1.1	1	98	4	0
COc1ccc(CCNC(=O)COc2ccc(-c3ccc(C)cc3)cc2)cc1OC	26	-3	91	9	2	-3.8	-10	89	5	-4
CC(C(=O)O)N1C(=O)c2cccc3cccc1c23 (configuration not stated)	-54	7	99	8	-2	-0.7	-2	99	6	-1
CSc1nc(C)cc(NC(N)=O)n1	-32	-14	97	2	-1	-3.0	-4	90	2	8
O=C(Nc1cc(Cl)ccc1Oc1ccccc1)c1cnccn1	-20	-18	94	27	-1	-1.4	-2	94	1	-3
O=C(NC(Cc1ccc2c(c1)OCO2)C(=O)N1CCCC1C(=O)O)c1ccccc1 (configuration not stated)	2	7	95	4	0	-2.3	-6	101	2	12
COC(=O)C1=CN(CCCN2CCCC2=O)C=C(C(=O)OC)C1c1ccccc1C(F)(F)F	20	1	24	18	x	-3.4	-14	29	0	-4
COc1ccc(C(=O)Nc2ccc(N3CCOCC3)cc2)cc1OC	x	-29	83	7	-1	-0.1	-6	88	1	2
Cc1nc2nc(C)c(CCC(=O)O)c(C)n2n1	31	-51	109	14	1	0.8	26	102	1	-10
O=C(CSc1nnc(CCc2ccccc2)n1-c1ccc(Cl)cc1)NCc1ccccc1	11	-70	85	9	6	0.6	-3	92	5	-15
CC(=O)Nc1cccc(N/C=C(\C=O)c2nc3ccccc3o2)c1	11	-29	74	3	-5	-3.1	-4	87	3	16
Cc1cccn2c(=O)c3cc(C#N)c(=O)n(CC4CCCO4)c3nc12 (configuration not stated)	-25	-4	89	14	-4	-1.5	-12	85	-1	-8
Cc1nn(Cc2ccccc2)c(C)c1NC(=O)CSc1nc2c(c(C(F)(F)F)n1)CCc1ccccc1-2	-3	-28	82	19	-13	-0.7	-1	71	6	4
CSCc1c(C(=O)Nc2ccc(N3CCOCC3)cc2)oc2ccccc12	1	-17	84	2	-1	-4.2	5	97	-2	2
C=CCNc1nc(Cl)nc(Nc2ccc(OCC)cc2)n1	x	-29	78	4	-9	-1.1	-6	78	-3	12
COc1ccc(NC(=S)NCCc2ccc(Cl)cc2)c(OC)c1	-1	-28	97	15	0	-2.2	-6	103	3	4
CCNC(=S)NS(=O)(=O)c1ccc(Cl)cc1	5	-29	89	3	0	-0.2	-9	97	1	10
COCCCNC(=O)c1ccc(Cn2c(=O)c3ccccc3n(Cc3cc(C)ccc3C)c2=O)cc1	-17	-28	84	22	-2	-1.7	-19	80	4	16
CCCCn1c(NC(=O)c2ccco2)c(S(=O)(=O)c2ccc(C)cc2)c2nc3ccccc3nc21	-13	-62	95	4	-2	-2.2	24	87	6	11
COc1ccc(NC(=O)CCC(=O)N(Cc2ccc(OC)c(OC)c2)c2nccs2)cc1	x	-7	101	14	-11	0.3	1	104	1	-8
C=CC(=O)NC(C)(C)Cc1ccccc1	-11	-17	103	10	x	0.0	-19	103	0	-4
O=C(NCCCN1CCOCC1)c1ccc(S(=O)(=O)N2CCOCC2)cc1	-20	-2	87	9	0	-0.2	-11	94	1	12

Next part
SMILES	E-sel TNF inh	Yeast growth inh	HCT116 bCat-KO	Measles CPE	Phagocyt inh	MRP-1 activ	Yeast lifespan up	PTEN del growth	NPY-Y2 antag	GALR2 blocker
CCc1ccc(OCC(=O)N/N=C(\C)c2ccc(-n3ccnc3)cc2)cc1	x	-14	71	9	-9	0.6	-2	67	6	2
Cc1ccc(NC(=O)COC(=O)CCc2c[nH]c3ccccc23)cc1[N+](=O)[O-]	9	-40	93	11	-8	0.2	-3	93	10	1
CCC(=O)Nc1ccc(C(=O)CSc2nnc(CNc3ccc(Cl)cc3)o2)cc1OC	40	-66	71	10	-1	-0.3	1	78	3	1
O=C(COc1ncnc2c(Cl)cc(Cl)cc12)N1CCCCC1	x	-26	98	5	0	-2.3	1	86	1	-7
COc1ccc(C/C(C)=N/NC(=O)c2cccnc2)cc1	30	-34	89	5	-7	-0.8	7	91	1	3
CCOC(=O)C1CCCN(c2c(NCCCN(CC)c3ccccc3)c(=O)c2=O)C1 (configuration not stated)	11	-25	82	36	0	-1.5	-14	94	3	-14
CCOC(=O)C1CCCN(c2c(NCCCN(C)Cc3ccccc3)c(=O)c2=O)C1 (configuration not stated)	-22	-34	101	7	-2	-0.2	-6	114	-3	2
CS(=O)(=O)N1CCN(C(=O)c2cc(-c3ccccc3)nc3ccccc23)CC1	-9	-61	104	5	0	0.4	-13	115	-1	-2
O=C(OCCCN1CCCCC1)c1ccc(O)cc1	-46	-25	96	12	x	-1.5	-20	99	2	7
Cc1nn(C)c(N)c1C(O)(c1nccn1C)C(F)(F)F (configuration not stated)	-19	-34	81	7	0	-2.1	-9	88	0	0
O=C(NNC(=S)NC(=O)c1cccnc1)c1ccc(Cl)cc1	1	-18	94	2	x	-2.8	43	100	3	8
CCCC(C(=O)NC1CCCC1)N(CC1CCCO1)C(=O)c1snc(C(N)=O)c1N (configuration not stated)	x	-16	90	1	0	-1.3	-11	94	1	-7
CCOc1ncccc1C(=O)OCC(=O)Nc1cc(C)ccc1C	x	-25	107	7	x	-0.6	-23	102	0	7
O=C(Nc1sccc1C(=O)N1CCOCC1)c1cccnc1	-12	-32	87	2	0	-2.8	-2	85	0	-5
CCCc1c(C)[nH]c2ccc(NC(C)=O)cc2c1=O	-2	-26	95	4	x	0.2	-6	103	-1	11
Cc1ccc2[nH]c(=O)cc(C(=O)OCC(=O)c3ccccc3)c2c1	16	-22	84	9	1	-2.1	-3	89	0	-5
Cc1cc(N(CC(=O)NC(C)C)S(C)(=O)=O)ccc1Br	x	10	93	16	-3	-2.5	-3	94	-1	-1
COCCN1C(=O)C(O)=C(C(C)=O)C1c1ccc(F)cc1 (configuration not stated)	-11	-50	99	4	0	-0.3	-2	113	2	6
O=C(CN(C(=O)CSc1nc2ccccc2o1)c1ccccc1F)NC1CCCCC1	-9	-14	84	12	-3	-0.1	-1	83	3	-3
COc1ccc(-c2nnc3n(CCc4ccccc4)c(=O)c4ccccc4n23)c(OC)c1	2	-24	66	19	-6	-1.6	-3	73	7	-18
CCCN1C2CCCC1CC(NC(=O)c1ccccc1OCC)C2 (configuration not stated)	-29	-1	87	6	-2	-0.7	-13	84	3	-13
O=C(CCn1nc(-c2ccccc2)c2ccccc2c1=O)NCC1CCCO1 (configuration not stated)	12	5	97	4	-1	-2.4	-10	100	4	0
O=[N+]([O-])c1ccc2[nH]c(O)c(N=NC(=S)NCC3CCCO3)c2c1 (configuration not stated)	10	-12	86	5	-2	-2.1	2	85	-2	-3
CCN(CC)CCNC(=O)/C(=C\c1cccn1C)NC(=O)c1cccs1	15	-2	92	3	-11	0.0	-3	100	-2	6
CCCc1nnc(NC(=O)C(CC)OC(=O)c2cc(C)nc3ccccc23)s1 (configuration not stated)	16	-43	104	29	x	-2.5	-14	95	4	4

The results go on.
SMILES	E-sel TNF inh	Yeast growth inh	HCT116 bCat-KO	Measles CPE	Phagocyt inh	MRP-1 activ	Yeast lifespan up	PTEN del growth	NPY-Y2 antag	GALR2 blocker
COc1cc2c(cc1OC)C1Cc3ccc(OC)c(OC)c3CN1CC2 (configuration not stated)	x	15	92	5	-1	-2.1	-5	85	3	1
O=C(NC(=S)NCc1ccccc1)C1CCCCC1	-12	-36	111	20	-5	-2.1	-5	101	0	-14
O=C(/C=C/c1ccc(Cl)cc1Cl)NCCN1CCOCC1	-26	-23	85	8	3	-0.5	-4	99	1	0
Cc1cccc(C)c1NC(=S)Nc1ccccc1C(=O)NCc1ccco1	-5	5	87	12	-6	-2.4	-1	89	4	1
O=c1c(Cl)nc2cc(Cl)ccc2n1CCNc1ncc(C(F)(F)F)cc1Cl	10	-68	1.4*	2	x	-7.0	-2	1.2*	1	-4
Cn1c(SCC(=O)NCC2CCCO2)nc2c([nH]c3ccccc32)c1=O (configuration not stated)	-11	-27	64	4	x	-5.3	x	91	1	10
Cc1cc2oc(=O)cc(CSc3nc(N)cc(N)n3)c2cc1C(C)C	-32	-73	96	21	0	0.8	-1	94	8	18
CCOC(=O)NC(Nc1cc(C)ccn1)(C(F)(F)F)C(F)(F)F	12	-21	92	12	-1	-0.9	-13	96	4	-9
O=C(CSc1nnc(NC(=O)c2ccccc2Cl)s1)Nc1ccc2c(c1)oc1ccccc12	6	-29	69	29	-2	-4.0	-6	61	-1	7
CCCNC(=O)Nc1nccs1	-3	-54	97	4	-1	-0.7	-5	101	1	-12
CN1CCC(OC(=O)COc2ccccc2)CC1	11	-34	85	12	x	0.4	4	94	-2	1
Cc1cccc(N/C(N)=N/c2nc(C)cc(C)n2)c1	-50	-37	72	24	x	-0.5	0	60	5	9
CCCCNC(=O)COC(=O)c1ccc(Cl)c(S(=O)(=O)N2CCCC2)c1	9	-33	107	20	1	0.0	-12	99	2	7
COc1ccc(NC(=O)c2cccc(OC(F)F)c2)cc1Cl	-9	-42	82	14	0	0.5	-17	80	4	1
Cc1cc(-c2nnc(SCc3cccnc3)o2)no1	-17	-34	106	15	0	-0.6	-5	106	2	10
COC(=O)C(CC(C)C)NC(=O)C(N)Cc1ccccc1 (configuration not stated)	-17	-22	100	2	0	-0.2	-3	88	-1	-1
O=C(COc1cccc(F)c1)N1c2ccccc2Sc2ccccc21	6	-73	22	9	-1	-1.2	6	21	15	6
Fc1ccc(Sc2ccccc2CNC2=NCCN2)cc1	-5	-18	40	3	0	-3.4	10	48	3	3
Cc1ccc(NC(=O)[C@@H]2CCCN2S(=O)(=O)c2ccccc2C(F)(F)F)cc1S(=O)(=O)N1CCOCC1	4	-28	87	20	-10	-1.7	1	87	2	2
CC1(C)NC(=O)N(CC(=O)Nc2nc(-c3ccc(F)cc3)cs2)C1=O	-17	-30	92	19	0	-1.7	-10	102	-1	14
Cc1ccc(NC(=O)NC2CCN(CC(=O)Nc3nccs3)CC2)cc1	16	-14	103	3	-1	1.0	-11	112	2	7
COc1ccc(NC(=S)NC(NC(=O)c2ccccc2Cl)C(Cl)(Cl)Cl)c([N+](=O)[O-])c1 (configuration not stated)	-26	-16	71	4	-1	-3.7	-4	83	-1	6

Screening results: PubChem, several laboratories
